# DT40 TDP1 no CPT: qHTS for Inhibitors of human tyrosyl-DNA phosphodiesterase 1 (TDP1): qHTS in cells in absence of CPT. AID 686978, 2013. Potency, µM (doses to about 46.2 µM), inactives show at the top dose activity change, negative = growth inhibition, usual class: inhibitors. 420,000 compounds, 15% hits. DT40 Tdp1-/- hTDP1 cells, no CPT, ATP luminescence, 48 h; further: nearly all actives have a fitted effect of over 55% in size
#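 Stably hTDP1-transfected Tdp1-null chicken DT40 cells were treated with library compounds minus camptothecin and grown for at least 48 hr at 37 °C, after which cellular ATP was quantified by luminescence.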
# KAT2A inh: inhibitors of human GCN5L2 histone acetyltransferase; GCN5L2 HAT assay, ThioGlo1 CoA-SH fluorescence; 390,000 compounds, 0.21% hits; AID 504327; Potency, µM (top dose mostly 58.9 µM), for the others: at the top dose activity change, negative = inhibition, most hits filed as inhibitors; Q92830
# Target sequence (Q92830 whole entry, looked up): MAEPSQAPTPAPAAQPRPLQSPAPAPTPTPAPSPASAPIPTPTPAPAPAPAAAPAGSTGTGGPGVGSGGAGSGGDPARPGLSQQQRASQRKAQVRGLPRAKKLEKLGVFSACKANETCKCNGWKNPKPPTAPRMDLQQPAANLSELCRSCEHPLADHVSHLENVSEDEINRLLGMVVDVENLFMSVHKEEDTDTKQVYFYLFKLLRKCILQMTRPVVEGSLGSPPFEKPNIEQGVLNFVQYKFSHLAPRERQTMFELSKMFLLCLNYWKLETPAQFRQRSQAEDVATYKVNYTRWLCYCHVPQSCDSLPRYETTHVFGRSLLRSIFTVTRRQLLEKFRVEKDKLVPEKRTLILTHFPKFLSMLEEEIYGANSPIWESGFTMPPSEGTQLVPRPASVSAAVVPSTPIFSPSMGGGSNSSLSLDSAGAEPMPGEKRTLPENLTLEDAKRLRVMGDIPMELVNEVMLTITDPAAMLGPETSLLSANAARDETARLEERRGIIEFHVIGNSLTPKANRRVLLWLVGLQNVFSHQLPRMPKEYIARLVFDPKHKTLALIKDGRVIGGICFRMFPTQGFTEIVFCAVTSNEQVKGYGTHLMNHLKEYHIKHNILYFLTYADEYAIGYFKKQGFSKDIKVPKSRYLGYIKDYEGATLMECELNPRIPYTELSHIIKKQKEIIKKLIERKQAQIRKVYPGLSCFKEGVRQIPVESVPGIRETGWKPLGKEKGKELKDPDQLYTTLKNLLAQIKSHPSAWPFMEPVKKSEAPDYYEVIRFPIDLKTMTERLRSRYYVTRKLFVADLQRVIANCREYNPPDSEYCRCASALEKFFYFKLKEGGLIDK
#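 ThioGlo1-coupled HAT assay: 20nM GCN5L2, 70uM acetyl-CoA, 75uM H3(1-25) peptide, pH 7.5. Fluorescence read at 340/540nm at start and after 20 min at room temperature.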
# TDP1 cell CPT: DT40-hTDP1 cell growth loss with CPT; 420,000 compounds, 12% hits; Potency, µM (top dose mostly 46.2 µM), without a hit: at the top dose activity change, negative = growth inhibition, actives largely listed as inhibitors; chicken DT40 Tdp1-/-;hTDP1 cells + 20 nM CPT, ATP luminescence, 48 h; AID 686979; further: nearly all actives have a fitted effect of over 55% in size
#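 Cell growth measured by CellTiter-Glo luminescence after a minimum 48 h, 37 C compound exposure with 20 nM CPT in Tdp1-knockout DT40 cells stably expressing hTDP1, seeded 400/well; qHTS titration format.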
# An asterisk follows results filed as active; ? = inconclusive; . = not tested or not shown; & = joins results of further samples; ! = repeats disagree; [ ] = another dose, or the depositor's remark. The call rests on the fitted dose curve; in most records, active means well fitted curve in the direction sought with a large enough effect; inconclusive means small, poorly fitted or top-dose-only effect, or another doubt; inactive means no such curve, though single readings can be large; an effect the other way counts as inactive or inconclusive. On the % scale 0 is the no-effect control and ±100 the full control effect; potency means the concentration at half of the fitted maximal effect. Only part of the results is shown (hit frequency here may not be typical).
# The line under a structure holds: DT40 TDP1 no CPT | KAT2A inh | TDP1 cell CPT
COc1ccc(/C=C2\SC(=S)N(CCC(=O)N(CCO)Cc3ccccc3)C2=O)cc1OC
  ? | 7% | ?
CCCCN(CC)CCCNC(=O)c1cn(CC)c2ccc(S(=O)(=O)N3CCc4ccccc4C3)cc2c1=O
  18µM* | 2%&-4% | 16µM*
Cc1ccc(C)c(OCC(=O)Nc2ccc(N3CCOCC3)cc2)c1
  ? | -9% | ?
C=CCN(c1nc(C)c(Br)c(OC)n1)S(=O)(=O)c1ccc(C)cc1
  -37% | -18% | -14%
COc1cc(OC)c2c(c1)OC(c1ccc(OC)c(OC)c1)C(O)C2=O (centres undefined)
  ? | 7% | ?
O=C1CCCC/C1=N\Nc1ccc(OCc2ccccc2)cc1
  -26% | -2% | 0%
COc1ccc(OC)c(CNC(=O)c2ccc3c(c2)c(C)c(C)n3Cc2ccc(Cl)cc2)c1
  ? | -15% | 16µM*
COc1ccc(NS(=O)(=O)c2ccc(OC)c3ccccc23)cn1
  ? | -8% | ?
Cc1ccc(C2(COC(=O)C(C)C)CO2)c(OC(=O)C(C)C)c1 (centres undefined)
  -20% | 11% | -18%
COC(=O)c1ccccc1Nc1cc(C)nc2nc(C)nn12
  3% | -2% | ?
COc1cccc(CN(C)C(=O)CSC(C)C(=O)Nc2cc(C)on2)c1OC (centres undefined)
  -5% | 3% | -5%
Cc1ccc(S(=O)(=O)N2CCN(C(=O)Cn3c(=O)oc4ccccc43)CC2)cc1
  3% | -2% | -5%
CC(C)[C@H](NC(=O)c1ccccc1)C(=O)OCC(=O)Nc1ccc2c(c1)OCCO2
  -38% | -1% | -21%
COC(=O)c1sccc1NC(=O)CC1C(=O)NCCN1C(=O)c1ccccc1 (centres undefined)
  -10% | 1% | 3%
CC1(C)CN(c2ccccc2)N(C(=O)c2ccc(C#N)cc2)C1=O
  ? | 0% | ?
C#CCN(C[C@H]1[C@H](OC(=O)NCCCCCC)[C@H](OC(=O)NCCCCCC)C[C@H]2C(=O)N(c3ccccc3)C(=O)[C@@H]12)S(=O)(=O)c1ccc(C)cc1
  ? | . | ?
CCOC(=O)N1CCN(C(=O)/C(=C/c2ccc(Br)cc2)NC(=O)c2ccc(OC)cc2)CC1
  ? | 1% | ?
Cc1ccc(OCCNS(=O)(=O)c2ccc(N3CCCC3=O)cc2)cc1
  5.8µM* | -5% | 6.5µM*
Cc1ccc(S(=O)(=O)N2CCCCC2)cc1C(=O)Nc1cccnc1
  -21% | -5% | 8%
Cc1cc(C(=O)NNc2ccc(Cl)cc2)no1
  ? | 1% | 10%
O=C(CNC(=O)c1ccccc1Br)Nc1cccc(S(=O)(=O)Nc2ccccc2Cl)c1
  -21% | . | -8%
O=C(COC(=O)CNC(=O)c1ccc(Cl)cc1Cl)NC(=O)NCc1ccccc1
  -24% | 1% | -28%
COc1ccc(N(C)C(=O)c2cc(S(=O)(=O)N3CCc4ccccc43)cn2C)c(OC)c1
  ? | -21% | ?
O=C(NC1CCCC1)c1cc2nc(-c3ccccc3)cc(-c3ccccc3)n2n1
  ? | 2% | ?
CC12CCC(C/C1=N/NC(=O)Nc1ccccc1)C2(C)C (centres undefined)
  ? | -3% | ?
COc1ccccc1C(C)N(C)Cc1nc(COc2ccccc2)no1 (centres undefined)
  -4% | -4% | 13%
Cc1cc(C)nc(N(C#N)Cc2ccc([N+](=O)[O-])cc2)n1
  -10% | 37%[activator] | -6%
O=C(NCc1cccnc1)c1cnn(-c2nccc(-c3cccs3)n2)c1C1CC1
  ? | . | -1%[9.04 µM]
COc1ccc(OC)c(N=CC2=C(O)CC(C)(C)CC2=O)c1
  -5% | -3% | 3%
O=S(=O)(c1ccccc1)N1CCN(C/C=C/c2ccccc2)CC1
  3% | -9% | -19%
COc1cccc(NC(=O)C2C3C=CC(C3)C2C(=O)O)c1 (centres undefined)
  -17% | -5% | 4%
COc1cc(/C=C(/C#N)c2ccc(F)cc2)ccc1OCc1ccc(C(=O)O)o1
  -1% | -4% | -2%
CN1OC[C@@H]2C(=O)N3CCc4c([nH]c5ccccc45)[C@@H]3C[C@@H]21
  -23% | . | -23%
CC(=O)N1CCOCCOCCOCC1
  -4% | -7% | -15%
Cc1c(CC(=O)N2CCN(C(=O)C3COc4ccccc4O3)CC2)c(=O)oc2cc(O)ccc12 (centres undefined)
  3% | 28µM* | 2%
CCCCCCN1CCN(C2CN(Cc3cn(Cc4cc(C)cc(C)c4)nn3)S(=O)(=O)C2)CC1 (centres undefined)
  16µM* | . | ?
Fc1ccc(SCCc2ccncc2)cc1
  18µM*! | ? | ?
O=P(Cc1ccccn1)(c1ccccc1)c1ccccc1
  -19% | -3% | -6%
O=C(NCC1CCCO1)c1ccc2c(c1)N(Cc1ccccc1)CCS2 (centres undefined)
  1% | -16% | ?
Cc1ccc(S(=O)(=O)N(CC(=O)Nc2cccc(C)c2C)C(=O)N2CCN(C)CC2)cc1
  -7% | -9% | -1%
N#CCCn1cc(C(=O)Nc2ccccn2)c(-c2ccccc2)n1
  1% | -1% | 0%
CCOC(=O)Cn1cc(C(=O)c2cccs2)c2ccccc21
  -19% | -9% | -27%
CCn1cc(C(=O)Nc2ccc(C)c([N+](=O)[O-])c2)cn1
  -10% | 1% | -28%
CC1CCc2nc(NC(=O)C3CC3)sc2C1 (centres undefined)
  -20% | -2% | -12%
CC(CCc1ccccc1)NC(=O)c1cccc(F)c1 (centres undefined)
  ? | 5% | ?
Cc1ccccc1OC(C)C(=O)NCCNC(=O)C(C)Oc1ccccc1C (centres undefined)
  ? | . | ?
O=C(O)C1C(C(=O)O)C1(c1ccccc1)c1ccccc1 (centres undefined)
  21% | -1% | 4%
COc1cccc(CNC(=O)CCc2nc3cc(S(=O)(=O)N4CCOCC4)ccc3n2C)c1
  -23% | -1% | -25%
Cc1cccc(NC(=O)c2ccc(NC(C)c3ccccc3)c([N+](=O)[O-])c2)n1 (centres undefined)
  ? | -7% | -21%
O=c1c2ccccc2nc(CSc2ncnc3nc[nH]c23)n1-c1cccc(C(F)(F)F)c1
  ? | -6% | ?
Cc1ccc(S(=O)(=O)CCC(=O)OCC(=O)N2CCN(c3ccccc3)CC2)cc1
  -22% | 5% | -4%
O=C(COc1cccc(Oc2ccccc2)c1)Nc1ncccn1
  ? | -22% | -10%
CCc1cccc(NC(=O)Cc2ccc(OC)c(OC)c2)c1
  13µM* | -1% | ?
O=C(Nc1nnc([C@@H]2C[C@H](O)[C@@H](CO)O2)s1)Nc1cccc2c1CCCC2
  -13% | . | -6%
O=C(COc1ccc(S(=O)(=O)N2CCOCC2)cc1)Nc1ccc2c(c1)OCCO2
  -13% | -5% | -17%
O=C(NCCc1c[nH]c2ccccc12)c1cnc2sccn2c1=O
  -6% | -8% | -24%
COc1ccc(-c2cc(C(=O)Nc3cccc(Cl)c3)no2)cc1
  11% | 2% | -15%
COC(=O)c1ccccc1NS(=O)(=O)c1ccc2c(c1)oc(=O)n2C
  ? | -2% | ?
COc1ccc(C2c3c(-c4ccccc4O)n[nH]c3C(=O)N2CCc2ccc(OC)c(OC)c2)cc1 (centres undefined)
  23µM* | -6% | 21µM*
Cc1nc(NC(=O)CSC2=NCCS2)sc1C(=O)N(C)C
  1% | -2% | ?

# Next section; it opens with the 7 that closed the last part.
# The line under a structure holds: DT40 TDP1 no CPT | KAT2A inh | TDP1 cell CPT
O=C(Nc1nnc([C@@H]2C[C@H](O)[C@@H](CO)O2)s1)Nc1cccc2c1CCCC2
  -13% | . | -6%
O=C(COc1ccc(S(=O)(=O)N2CCOCC2)cc1)Nc1ccc2c(c1)OCCO2
  -13% | -5% | -17%
O=C(NCCc1c[nH]c2ccccc12)c1cnc2sccn2c1=O
  -6% | -8% | -24%
COc1ccc(-c2cc(C(=O)Nc3cccc(Cl)c3)no2)cc1
  11% | 2% | -15%
COC(=O)c1ccccc1NS(=O)(=O)c1ccc2c(c1)oc(=O)n2C
  ? | -2% | ?
COc1ccc(C2c3c(-c4ccccc4O)n[nH]c3C(=O)N2CCc2ccc(OC)c(OC)c2)cc1 (centres undefined)
  23µM* | -6% | 21µM*
Cc1nc(NC(=O)CSC2=NCCS2)sc1C(=O)N(C)C
  1% | -2% | ?
CCCCn1c(=O)c(F)cn(Cc2ccc(OC)c([N+](=O)[O-])c2)c1=O
  -3% | -1% | -6%
CC(C)CCNCC(=O)NC(c1ccccc1)c1ccccc1
  -12% | -4% | 0%
C#CCOCCOCCOCCNc1nc(OC)nc(N2CCN(C(=O)[C@H](CCC(=O)O)n3cc(C(N)CO)nn3)CC2)n1 (some centres undefined)
  6% | -12% | 1%
O=C(NCc1ccccc1)c1ccc2c(=O)[nH]c3c(C(=O)NCC4CCCO4)sc(=S)n3c2c1 (centres undefined)
  ? | 2% | -16%
O=C(O)CCC(=O)Nc1ccc2c(c1)Cc1cc(NC(=O)CCC(=O)O)ccc1-2
  -24% | -22% | -3%
CC1CCCCN1CC(=O)c1c(N)n(Cc2ccccc2)c(=O)n(C)c1=O (centres undefined)
  -12% | -5% | 1%
c1csc(CNc2nc(-c3ccoc3)nc3ccccc23)c1
  ? | -18% | ?
COc1ccc(/C=N/Nc2snc(SC)c2C#N)cc1OC
  ? | -3% | 16µM*
O=C(Cn1nnc2c(cnn2-c2ccccc2)c1=O)N1CCN(c2ccccc2F)CC1
  ? | -4% | -11%
COc1ccc(N2C(=O)CSC23C(=O)Nc2ccccc23)cc1 (centres undefined)
  -22% | -6% | -14%
Oc1cccc(CN2CCN(c3ncc(Cc4ccccc4)cn3)CC2)c1
  ? | . | ?
Cc1ccccc1CSc1n[nH]c(NS(=O)(=O)c2ccccc2)n1
  -11% | -20% | -16%
CCCCNC(=O)CC1N=C2c3ccccc3N=C(SCC(=O)Nc3ccc(OC)cc3)N2C1=O (centres undefined)
  ? | -1% | -15%
COc1ccc(/C=C/C(=O)OCC(=O)NC2CCS(=O)(=O)C2)cc1 (centres undefined)
  -21% | -4% | 0%
Cc1cc(C)cc(NC(=O)COC(=O)c2ccc(CN3CCCC3=O)cc2)c1
  -1% | -2% | -1%
O=C(CSc1nnc(-c2ccncc2)n1-c1ccccc1)Nc1ccc(Br)cc1
  -9% | -5% | 7%
CCNS(=O)(=O)c1ccc(NC(=O)Cn2nc(C(F)(F)F)cc2C)cc1
  -26% | -4% | -1%
COc1ccc(-c2cc(C(=O)OCC(=O)NC(C)C)c3ccccc3n2)cc1
  ? | -5% | 15%
CCOC(=O)/C(C#N)=C/NC(=O)NC(C)(C)C
  -3% | -5% | -12%
COC(=O)CN1C(=O)[C@H]2[C@@H](c3ccc(C)o3)N3C(=O)CN(Cc4ccc(-c5ccccc5)cc4)C(=O)[C@@]3(C)[C@H]2C1=O
  -18% | -23% | -5%
CC1CCC2(CC1)NC(=O)N(CC(=O)NCc1ccco1)C2=O (centres undefined)
  -3% | . | 2%
COc1ccccc1CNc1ccnc(-c2ccccc2Cl)n1
  -21% | -9% | ?
COCCn1c(SCc2c(F)cccc2Cl)nc2c1c(=O)[nH]c(=O)n2C
  ? | -8% | -10%
COC(=O)c1ccc(NC(=O)CSc2nnc(-c3ccncc3)n2C)cc1
  -1% | -8% | ?
O=C(Cn1c(=O)n(Cc2ccc(C(=O)NCc3ccc4c(c3)OCO4)cc2)c(=O)c2ccccc21)Nc1ccccc1F
  -12% | -7% | -12%
COc1ccc(NC(=O)CN(Cc2ccccc2)Cc2ccccc2)cc1S(N)(=O)=O
  -15% | -4% | -20%
Cc1ccc(C)n1-c1ccc(N2CCOCC2)c(Br)c1
  15µM* | -10% | 18µM*
Cc1cc(C)c(S(=O)(=O)N2CCCCC2C(=O)O)c(C)c1 (centres undefined)
  -17% | 2% | -2%
CCOC(=O)C1=C(c2ccccc2)NC(=O)N(C(C)=O)C1c1cccc([N+](=O)[O-])c1 (centres undefined)
  -5% | -4% | -16%
CC1CC(C)(C)CC2(C1)NC(=O)N(CC(=O)OCc1ccc(Br)cc1)C2=O (centres undefined)
  -13% | -7% | -15%
CN1CCN(S(=O)(=O)c2ccc(NC(=O)c3cccs3)cc2)CC1
  2% | . | 6%
O=C1c2cccnc2C(=O)N1c1cccc([N+](=O)[O-])c1
  -12% | -5% | 1%
CCCc1cc(=O)oc2cc(OCc3ccc(C(=O)O)o3)ccc12
  -1% | -1% | 2%
CCCSCCCNC(=O)CC1Oc2ccccc2NC1=O (centres undefined)
  -6% | 0% | 4%

# Assay outcomes: PubChem BioAssay, National Center for Advancing Translational Sciences (NCATS)
